Compound activity: PubChem, several laboratories
APP 5'UTR act – activators of APP 5'UTR luciferase reporter, primary screen, SH-SY5Y cells | SH-SY5Y APP 5'UTR luciferase reporter, luminescence; zero percent = DMSO vehicle wells | activation, % at 2 µM | hit rate 1% among 190,000;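 active means activation above a set limit, based on mean plus 3 SD of controls, cut at about 140% in these data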; further: values of inactives mirror those of a sister screen read the other way
TNAP inh hi DEA – human TNAP enzyme inhibitors, primary screen, biochemical, luminescent, high phosphate acceptor level, uHTS; Alkaline phosphatase, tissue-nonspecific isozyme (Homo sapiens), P05186; purified TNAP, CDP-star luminescence, 1 M DEA; inhibition, % at 20 µM; hit rate 0.03% among 200,000; AID 1135, 2008;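 active means over 50% inhibition of tissue-nonspecific alkaline phosphatase at 20 µM in the single-dose screen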;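 further: plate controls were DMSO wells for no effect and EDTA-quenched wells as full inhibition for full effect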
PMI activator – activators of human PMI, primary screen, biochemical, fluorescence intensity, near-Km mannose 6-phosphate. activation factor at 20 µM. purified human PMI, coupled resazurin fluorescence, 20 min; hits give high values; 1 = vehicle control, 0 substrate-free wells. Mannose-6-phosphate isomerase (Homo sapiens), P34949. hit rate 0.005% among 190,000;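 active means activation factor of 2 or more at 20 µM, relative to plate controls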
Target sequence (P34949 whole entry, looked up): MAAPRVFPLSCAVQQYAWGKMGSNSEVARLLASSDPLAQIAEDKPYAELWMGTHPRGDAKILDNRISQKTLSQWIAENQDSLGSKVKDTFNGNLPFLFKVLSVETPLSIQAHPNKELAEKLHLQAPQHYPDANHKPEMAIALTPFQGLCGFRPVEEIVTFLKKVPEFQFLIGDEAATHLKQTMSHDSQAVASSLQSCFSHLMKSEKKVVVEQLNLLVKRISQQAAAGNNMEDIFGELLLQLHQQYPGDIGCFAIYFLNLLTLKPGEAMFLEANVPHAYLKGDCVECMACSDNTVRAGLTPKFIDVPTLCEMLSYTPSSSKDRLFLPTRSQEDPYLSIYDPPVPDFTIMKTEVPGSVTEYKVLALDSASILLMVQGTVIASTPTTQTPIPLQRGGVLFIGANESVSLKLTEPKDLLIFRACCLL
PMI act hi M6P – human PMI activators, high substrate, primary screen, biochemical, fluorescence intensity, near-saturating mannose 6-phosphate; activation factor at 20 µM; Mannose-6-phosphate isomerase (Homo sapiens), P34949; coupled PMI enzyme assay, resazurin fluorescence, 20 min; hits give high values; 1 = untreated enzyme, 0 = substrate-free blank; AID 1216, 2008; hit rate 0.34% among 190,000;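 active means activation factor of 2 or more at 20 µM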
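Test system: human phosphomannose isomerase with PGI, G6PDH, diaphorase coupling enzymes / Doses: 20 µM compound, 1% DMSO / Times: enzyme reaction with compound 20 min at room temperature / Measured by: Diaphorase-driven resazurin-to-resorufin fluorescence, excitation 544, emission 590 nm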
FLuc stim CS – FLuc activators, initial screening, artefact control for FLuc-dependent activation tests, biochemical, ATPlite luminescence; Luciferin 4-monooxygenase (Photinus pyralis), P08659; ATPlite luciferase biochemical, 10 min; 0 = ATP-free wells, 1 = DMSO control; activation factor at 10 µM; 200,000 tested, under 10 active; AID 1027, 2008;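 active means luciferase activation factor, scaled between plate controls, of at least 2 with compound at 10 µM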
Target sequence (P08659 whole entry, looked up): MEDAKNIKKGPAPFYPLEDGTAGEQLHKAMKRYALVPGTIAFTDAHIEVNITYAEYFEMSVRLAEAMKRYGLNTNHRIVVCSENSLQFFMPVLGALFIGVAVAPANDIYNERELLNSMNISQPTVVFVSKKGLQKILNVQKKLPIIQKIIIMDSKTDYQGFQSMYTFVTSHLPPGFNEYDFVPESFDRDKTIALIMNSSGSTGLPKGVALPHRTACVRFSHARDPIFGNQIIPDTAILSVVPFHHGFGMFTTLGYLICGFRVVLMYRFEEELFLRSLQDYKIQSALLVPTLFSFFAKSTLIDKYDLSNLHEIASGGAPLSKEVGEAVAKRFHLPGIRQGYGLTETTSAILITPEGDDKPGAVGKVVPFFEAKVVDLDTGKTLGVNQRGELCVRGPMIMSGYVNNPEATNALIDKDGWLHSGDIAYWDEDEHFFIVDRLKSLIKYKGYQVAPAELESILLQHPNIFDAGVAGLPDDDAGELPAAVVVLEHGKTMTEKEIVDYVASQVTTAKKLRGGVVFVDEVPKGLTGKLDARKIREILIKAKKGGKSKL
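System: cell-free luciferase reagent; medium: PBS as buffer for the ATP substrate; doses: test compounds dosed from 2 mM stocks in 100% DMSO; incubation: 10 min, room temperature; measured by: luminescence from luciferase reaction; read-out: luciferase activation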
NF-kB neuron act – activators of NF-kB expression in neurons, primary screen, cell-based, HTS; fold change at 12.5 µM; human neuronal cells, NF-kB reporter expression; hits give high values; hit rate 1.6% among 190,000; AID 1239, 2008; in the data active means fold change above about 3.3
TNAP inh noacc – human TNAP enzyme inhibitors, primary screen, biochemical, luminescent, no phosphate acceptor, uHTS; purified TNAP, CDP-star luminescence, 30 min; inhibition, % at 20 µM; hit rate 0.26% among 200,000;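 active means tissue-nonspecific alkaline phosphatase inhibition above about 50% at 20 µM in the single-dose screen, limit read from the data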;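 further: 0% = DMSO negative control and 100% = EDTA positive control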
FLuc inhib CS – firefly luciferase enzyme inhibitors, primary screen, artefact control for luciferase-based inhibitor screens, biochemical, luminescence, ATPLite; Luciferin 4-monooxygenase (Photinus pyralis), P08659; 10 min; inhibition, % at 10 µM; hit rate 1.5% among 200,000; AID 1006, 2008;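 active means inhibition above about 50% when tested at 10 µM, limit read from the data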
TNAP act hiacc – TNAP activators at high phosphate acceptor level, primary screen, biochemical, luminescence, uHTS | purified TNAP, CDP-star luminescence, 1 M DEA, 30 min; hits give high values; 0 = EDTA background, 1 = DMSO-only activity | activation factor at 20 µM | 200,000 tested, under 10 active;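 active means activation factor at least 2 at 20 µM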
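Measured by: Luminescent substrate turnover signal | Test system: Human TNAP | Input: TNAP 1/800 final | Dosing: 20 µM single point | Schedule: 30 min, room temperature | Controls: EDTA wells as negative control, DMSO wells as positive control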
bIAP act – bovine intestinal alkaline phosphatase activators, primary screen, biochemical, bovine IAP, CDP-star luminescence; hit rate 0.17% among 200,000; purified bovine IAP, 30 min; hits give high values; fold of DMSO-control signal, blank-subtracted; AID 1016, 2008; activation factor at 20 µM; alkaline phosphatase, intestinal [Bos taurus];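 active means activation factor of 2 or more at 20 µM, a signal rise over negative controls twice the positive control's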
* = called active by the depositor.

How did CCOC(=O)N1CCN(C2CC(=O)N(c3ccccc3)C2=O)CC1 (stereo not drawn) do in these assays?
APP 5'UTR act: 8; TNAP inh hi DEA: 0; PMI activator: 1.1; PMI act hi M6P: 0.9; FLuc stim CS: 1; NF-kB neuron act: 1.1; TNAP inh noacc: -7; FLuc inhib CS: -3; TNAP act hiacc: 1; bIAP act: 1

How did COc1ccc2cc(/C=N/NC(=O)CSCc3ccc([N+](=O)[O-])cc3)c(Cl)nc2c1 do in these assays?
APP 5'UTR act: 5; TNAP inh hi DEA: 4; PMI activator: 0.9; PMI act hi M6P: 1; FLuc stim CS: 1.1; NF-kB neuron act: 0.88; TNAP inh noacc: -5; FLuc inhib CS: -5; TNAP act hiacc: 1; bIAP act: 0.9

Results for Cc1ccccc1NC(=O)c1ccc(NS(=O)(=O)c2cc(C(C)(C)C)cc(C)c2C)cc1 ?
APP 5'UTR act: 15; TNAP inh hi DEA: 6; PMI activator: 0.8; PMI act hi M6P: 0.9; FLuc stim CS: 1; NF-kB neuron act: 1; TNAP inh noacc: 0; FLuc inhib CS: -2; TNAP act hiacc: 0.9; bIAP act: 0.9

Results for Oc1ccc(C=Nc2ccccc2-c2nc3ccccc3[nH]2)c(O)c1 ?
APP 5'UTR act: 37; TNAP inh hi DEA: -2; PMI activator: 0.9; PMI act hi M6P: 1; FLuc stim CS: 0.7; NF-kB neuron act: 1.9; TNAP inh noacc: -85; FLuc inhib CS: 31; TNAP act hiacc: 1; bIAP act: 0.8

How did O=C(O)CSc1sc(=S)sc1SCC(=O)O do in these assays?
APP 5'UTR act: -6; TNAP inh hi DEA: -7; PMI activator: 1.1; PMI act hi M6P: 1.1; FLuc stim CS: 1; NF-kB neuron act: 0.99; TNAP inh noacc: -3; FLuc inhib CS: -5; TNAP act hiacc: 1.1; bIAP act: 0.9

Results for CC(NS(=O)(=O)/C=C/c1ccccc1)C(=O)O (stereo not drawn) ?
APP 5'UTR act: 8; TNAP inh hi DEA: -4; PMI activator: 1.2; PMI act hi M6P: 1.1; FLuc stim CS: 1; NF-kB neuron act: 1.2; TNAP inh noacc: -4; FLuc inhib CS: -5; TNAP act hiacc: 1; bIAP act: 0.9

Results for CNC(=O)C1=C(C)NC(=S)NC1c1cc2c(cc1OC)CCCC2 (stereo not drawn) ?
APP 5'UTR act: -15; TNAP inh hi DEA: -1; PMI activator: 0.9; PMI act hi M6P: 1; FLuc stim CS: 1.1; NF-kB neuron act: 1.1; TNAP inh noacc: -11; FLuc inhib CS: -6; TNAP act hiacc: 1; bIAP act: 1

Results for Cc1ccc(-c2nc(P(=O)(c3ccccc3)c3ccccc3)c(N3CCOCC3)o2)cc1 ?
APP 5'UTR act: -11; TNAP inh hi DEA: 0; PMI activator: 1; PMI act hi M6P: 1; FLuc stim CS: 1.1; NF-kB neuron act: 1.4; TNAP inh noacc: -13; FLuc inhib CS: -5; TNAP act hiacc: 1; bIAP act: 0.8

How did O=C(NCCCn1ccnc1)c1ccc(N2CCCCCC2)c([N+](=O)[O-])c1 do in these assays?
APP 5'UTR act: 0; TNAP inh hi DEA: 9; PMI activator: 1; PMI act hi M6P: 0.9; FLuc stim CS: 1; NF-kB neuron act: 0.93; TNAP inh noacc: 4; FLuc inhib CS: -5; TNAP act hiacc: 0.9; bIAP act: 0.9

Results for Cc1cccc(NC(=O)CCOc2ccccc2)c1 ?
APP 5'UTR act: 34; TNAP inh hi DEA: -9; PMI activator: 1.1; PMI act hi M6P: 1.1; FLuc stim CS: 1; NF-kB neuron act: 1.6; TNAP inh noacc: -17; FLuc inhib CS: -4; TNAP act hiacc: 1.1; bIAP act: 0.9

How did COc1cc(CNC2CCC(C)C2)cc(OC)c1 (stereo not drawn) do in these assays?
APP 5'UTR act: -13; TNAP inh hi DEA: -5; PMI activator: 0.9; PMI act hi M6P: 1; FLuc stim CS: 1; NF-kB neuron act: 0.93; TNAP inh noacc: -11; FLuc inhib CS: -4; TNAP act hiacc: 1.1; bIAP act: 0.9

Results for Cc1ccccc1C(=O)Nc1ccccc1Sc1ccccc1 ?
TNAP inh hi DEA: -6; PMI activator: 1; PMI act hi M6P: 1.1; FLuc stim CS: 1.1; NF-kB neuron act: 1; TNAP inh noacc: -11; FLuc inhib CS: -8; TNAP act hiacc: 1.1; bIAP act: 0.8

What do the screens show for `COc1ccc(N2CCc3c(C)nc4c(OC)cc(OC)cc4c32)cc1`?
APP 5'UTR act: 9; TNAP inh hi DEA: -3; PMI activator: 0.8; PMI act hi M6P: 0.7; FLuc stim CS: 1.1; NF-kB neuron act: 0.61; TNAP inh noacc: -9; FLuc inhib CS: -8; TNAP act hiacc: 1; bIAP act: 0.9

How did Cn1cc([N+](=O)[O-])c(C(=O)Nc2ccc(-c3nc4ccccc4[nH]3)cc2)n1 do in these assays?
APP 5'UTR act: 51; TNAP inh hi DEA: -1; PMI activator: 0.9; PMI act hi M6P: 1; FLuc stim CS: 0.8; NF-kB neuron act: 9.5*; TNAP inh noacc: -11; FLuc inhib CS: 20; TNAP act hiacc: 1; bIAP act: 0.9

How did O=C(Cn1nnc(-c2ccccc2)n1)OCc1ccccc1 do in these assays?
APP 5'UTR act: -9; TNAP inh hi DEA: -5; PMI activator: 0.9; PMI act hi M6P: 1; FLuc stim CS: 1.1; NF-kB neuron act: 1.1; TNAP inh noacc: -4; FLuc inhib CS: -7; TNAP act hiacc: 1.1; bIAP act: 1.1

How did COc1cccc(S(=O)(=O)Nc2cccnc2)c1 do in these assays?
APP 5'UTR act: 13; TNAP inh hi DEA: 1; PMI activator: 0.9; PMI act hi M6P: 1; FLuc stim CS: 1; NF-kB neuron act: 1; TNAP inh noacc: 6; FLuc inhib CS: -1; TNAP act hiacc: 1; bIAP act: 0.9

Results for Cc1nn(-c2ccccc2)c(C)c1/C=N/NC(=O)c1cc(-c2cccs2)[nH]n1 ?
APP 5'UTR act: -93; TNAP inh hi DEA: 12; PMI activator: 0.9; PMI act hi M6P: 1; FLuc stim CS: 1; NF-kB neuron act: 0.65; TNAP inh noacc: 84*; FLuc inhib CS: 0; TNAP act hiacc: 0.9; bIAP act: 0.9

Results for CCn1c(CCNC(=O)c2ccc(OC)cc2)nnc1SCc1ccc(Cl)cc1Cl ?
APP 5'UTR act: 14; TNAP inh hi DEA: -4; PMI activator: 0.9; PMI act hi M6P: 1; FLuc stim CS: 1.1; NF-kB neuron act: 0.86; TNAP inh noacc: -28; FLuc inhib CS: -11; TNAP act hiacc: 1; bIAP act: 0.3

How did CC(=O)c1cccc(S(=O)(=O)N2CCC(n3nnc4cc(F)ccc43)CC2)c1 do in these assays?
APP 5'UTR act: -9; TNAP inh hi DEA: 3; PMI activator: 1; PMI act hi M6P: 1; FLuc stim CS: 1; NF-kB neuron act: 0.8; TNAP inh noacc: -4; FLuc inhib CS: -3; TNAP act hiacc: 1; bIAP act: 0.9

Results for O=C(Cc1cccs1)N1CCN(c2ccc([N+](=O)[O-])cc2)CC1 ?
APP 5'UTR act: -21; TNAP inh hi DEA: 9; PMI activator: 1; PMI act hi M6P: 1; FLuc stim CS: 0.9; NF-kB neuron act: 1; TNAP inh noacc: 2; FLuc inhib CS: 6; TNAP act hiacc: 0.9; bIAP act: 0.7

Results for CCOC(=O)c1sc(NC(=O)COC(=O)CNC(=O)c2ccco2)c(C(=O)OCC)c1C ?
APP 5'UTR act: 6; TNAP inh hi DEA: -5; PMI activator: 0.9; PMI act hi M6P: 0.9; FLuc stim CS: 1; NF-kB neuron act: 1; TNAP inh noacc: -5; FLuc inhib CS: -2; TNAP act hiacc: 1.1; bIAP act: 1

What do the screens show for `C=CCNC(=O)C1CCN(c2cnccn2)CC1`?
APP 5'UTR act: 0; TNAP inh hi DEA: -5; PMI activator: 1.1; PMI act hi M6P: 1.1; FLuc stim CS: 1; NF-kB neuron act: 0.93; TNAP inh noacc: 5; FLuc inhib CS: -1; TNAP act hiacc: 1.1; bIAP act: 1.1

What do the screens show for `Cc1c(NC(=O)C2(C)CCCCC2)c(=O)n(-c2ccccc2)n1C`?
APP 5'UTR act: -6; TNAP inh hi DEA: -9; PMI activator: 1; PMI act hi M6P: 1; FLuc stim CS: 1.1; NF-kB neuron act: 1; TNAP inh noacc: -14; FLuc inhib CS: -6; TNAP act hiacc: 1.1; bIAP act: 1

Results for Fc1ccc(-n2c(-c3ccc4ccccc4n3)n[nH]c2=S)cc1Cl ?
APP 5'UTR act: 15; TNAP inh hi DEA: -2; PMI activator: 0.8; PMI act hi M6P: 0.8; FLuc stim CS: 1.1; NF-kB neuron act: 1.1; TNAP inh noacc: -54; FLuc inhib CS: -5; TNAP act hiacc: 1; bIAP act: 0.9

Results for COc1ccc(NC(=S)Nc2ccc(OC(F)F)cc2)cn1 ?
APP 5'UTR act: 24; TNAP inh hi DEA: -4; PMI activator: 0.8; PMI act hi M6P: 0.4; FLuc stim CS: 1; NF-kB neuron act: 1.1; TNAP inh noacc: -8; FLuc inhib CS: -4; TNAP act hiacc: 1; bIAP act: 0.9

Results for CCOC(=O)CNC(=O)c1ccc(Cl)s1 ?
APP 5'UTR act: 15; TNAP inh hi DEA: -1; PMI activator: 1; PMI act hi M6P: 1; FLuc stim CS: 1; NF-kB neuron act: 1.1; TNAP inh noacc: -12; FLuc inhib CS: -1; TNAP act hiacc: 1; bIAP act: 1

How did O=C(CN1C(=O)CCSc2ccccc21)Nc1ccc2c(c1)OCO2 do in these assays?
APP 5'UTR act: -12; TNAP inh hi DEA: -3; PMI activator: 1; PMI act hi M6P: 1; FLuc stim CS: 1.2; NF-kB neuron act: 1.1; TNAP inh noacc: 3; FLuc inhib CS: -16; TNAP act hiacc: 1; bIAP act: 1

By substructure: the entries above with a COOH group (two)
How did O=C(O)CSc1sc(=S)sc1SCC(=O)O do in these assays?
APP 5'UTR act: -6; TNAP inh hi DEA: -7; PMI activator: 1.1; PMI act hi M6P: 1.1; FLuc stim CS: 1; NF-kB neuron act: 0.99; TNAP inh noacc: -3; FLuc inhib CS: -5; TNAP act hiacc: 1.1; bIAP act: 0.9

Results for CC(NS(=O)(=O)/C=C/c1ccccc1)C(=O)O (stereo not drawn) ?
APP 5'UTR act: 8; TNAP inh hi DEA: -4; PMI activator: 1.2; PMI act hi M6P: 1.1; FLuc stim CS: 1; NF-kB neuron act: 1.2; TNAP inh noacc: -4; FLuc inhib CS: -5; TNAP act hiacc: 1; bIAP act: 0.9
